CD40 NFkB inh: CD40 pathway inhibition in BL2 cells; BL2 NF-kB luciferase reporter, CD40L-induced, 4 h; inhibition, % at 10 µM; 83,000 compounds, 0.94% hits; AID 1053188;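 active means mean inhibition of at least 50% with a set share of replicates also reaching that level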;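 further: 0% = neutral control wells and 100% = IKK inhibitor VII at 50 µM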
Numbers without * were called inactive; & = joins results of further samples; [ ] = another dose, or the depositor's remark.

SMILES	CD40 NFkB inh
C[C@@H]1CN([C@H](C)CO)C(=O)c2c(c3ccccc3n2C)-c2ccccc2CO[C@@H]1CN(C)S(=O)(=O)c1ccccc1F	12.6
O=C(O)Cc1sc(Nc2cccc3ccccc23)nc1-c1ccccc1	-17.3
CN1CCN(Cc2nc3c(c(=O)n(C)c(=O)n3C)n2Cc2cccc3ccccc23)CC1	3.9
O=C(CC1C(=O)NCCN1Cc1cccc(F)c1)NCCCOc1cccnc1 (stereo not drawn)	4.3
COc1ccc(Cc2noc(-c3ccc(OC)c(OC)c3)n2)cc1OC	-11.8
O=C(O)c1ccccc1SCc1csc(-c2ccccc2)n1	-16.5
CCCn1c(SCC(=O)NCC(=O)Nc2ccc(F)c(F)c2F)nc2ccccc2c1=O	4.9
CC(=O)N(C)C[C@H]1[C@@H](c2ccc(-c3ccc(C#N)cc3)cc2)[C@@H](CO)N1C(C)=O	10.2[25 µM]
Cc1noc(C)c1NC(=O)N1C[C@H](O)COC[C@H]2O[C@H](CC(=O)NCC3CC3)CC[C@@H]21	3.6[25 µM]
COc1cccc(-c2cnc(C(O)c3ccc(F)c(C)c3)[nH]2)c1 (stereo not drawn)	-15.8
Cc1ccc(C)c(N2N=C(C(=O)OCc3nnc(-c4ccccc4)o3)CCC2=O)c1	-4.8
CC(=O)Nc1cccc(/C(C)=N/NC(=O)c2cccs2)c1	-35.7
O=C1CCCCCN1C(=O)c1ccc(C(=O)N2CCCCCC2=O)cc1	6.9
Cc1ccc(-n2c(=O)c3sccc3n(CC(=O)NCc3ccco3)c2=O)cc1	8.7
C[C@@H]1CN([C@H](C)CO)C(=O)c2c(c3ccccc3n2C)-c2ccccc2CO[C@@H]1CN(C)C(=O)Nc1cccc(F)c1	-10.9
CN(C)C(=O)c1ccc(-c2ccc([C@@H]3[C@@H](C#N)N(C(=O)C4CCCCC4)[C@H]3CO)cc2)cc1	1.0
O=C(N/N=C/c1ccncc1)c1ccc(-n2cccc2)cc1	15.6
CC(=O)c1c(C)[nH]c(C(=O)COC(=O)c2ccc(C)s2)c1C	-35.2
Cc1ccc(S(=O)(=O)c2nnn(-c3cccc(F)c3)c2N)cc1	18.9
Cc1cccc(C)c1NC(=S)N/N=C1\CC2CC=CC12 (stereo not drawn)	15.4
CCn1nnnc1-c1ccc(OC)c(S(=O)(=O)Nc2ccc(S(N)(=O)=O)cc2)c1	7.6
COc1cc(/C=C/C(=O)OCC(=O)NCC(=O)Nc2cccc(C)c2C)ccc1OC(F)F	3.2
CNCCCOc1ccc(Cl)cc1C(C)(C)C	16.4
COc1ccccc1C(=O)Nc1cc(Cl)ccc1-n1cncn1	3.2
CN1CCN(C(=O)C2CCCN(c3ncnc4c3nc3n4CCCCC3)C2)CC1 (stereo not drawn)	4.4
Further results:
SMILES	CD40 NFkB inh
CC(C)COC(=O)COc1cc(Cl)c(Cl)cc1Cl	4.6
O=C(C1CCCC1)N1[C@H](CO)[C@@H]2c3ccccc3NC[C@@H]21	5.3
O=C(C[C@@H]1CC[C@H]2[C@@H](COC[C@H](O)CN2CC2CCOCC2)O1)NCc1ccc(Cl)cc1	0.3[25 µM]
CC(C)CC(NC(=O)c1cccc(Cl)c1)C(=O)O (stereo not drawn)	2.5
COCC(=O)NCc1nc2ccccc2n1Cc1ccccc1F	21.2
CNC(=S)N/N=C(\C)c1ccc2c(c1)OCO2	-10.4
COc1cc(NC(=O)CC2NCCNC2=O)cc(OC)c1 (stereo not drawn)	4.2
CC12CCC(C(=O)N3CCc4ccccc43)(CC1=O)C2(C)C (stereo not drawn)	-5.7
CCOc1ccc(NC(=O)C(=O)NCc2ccncc2)cc1	2.6
O=C(Nc1ccc(NC(=O)c2ccccc2F)cc1)c1ccccc1F	-5.2
CNC[C@H]1Oc2ccc(N(C)C)cc2CC(=O)N(C)C[C@@H]1C	-9.4
CCOC(=O)c1c(NC(=O)COC(=O)c2ccc(O)cc2)sc(C(=O)N(C)C)c1C	1.3
O=C(NCc1ccc2c(c1)OCO2)c1ccc2c(c1)OCO2	-31.8
COc1nc(-c2ccccc2)cc(-c2ccc3c(c2)OCO3)c1C#N	14.9
COc1cccc(-n2c(SC3CCOC3=O)nc3ccccc3c2=O)c1 (stereo not drawn)	0.6
CCc1noc(C)c1C(=O)OC(C)C(=O)Nc1cc([N+](=O)[O-])ccc1OC (stereo not drawn)	11.5
COC(=O)c1cc(OC)c(OC)c(OC)c1[N+](=O)[O-]	-9.0
O=C(C[C@H]1CC[C@H]2[C@@H](COC[C@@H](O)CN2CCc2ccccc2)O1)NCCCN1CCOCC1	-10.6[25 µM]
CC(C)NC(=O)N(C)C[C@H]1Oc2ccccc2C(=O)N(C)C[C@@H]1C	4.2
CCOC(=O)c1cc(OC(C)=O)c2ccc(OC)c(OC)c2c1	-22.9
CC(C)C[C@@H](C=O)NC(=O)[C@H](CC(C)C)NC(=O)[C@H](CC(C)C)NC(=O)OCc1ccccc1	63.8*[25 µM]
COc1ccccc1S(=O)(=O)N[C@@H]1CC[C@H](CCNC(=O)C2CCCC2)O[C@@H]1CO	-3.9
COC(=O)C1C(C(=O)OC)C1(c1ccccc1)c1ccccc1 (stereo not drawn)	2.6
N#CC1=C2SC=C(c3ccc(Br)cc3)N2CCCC1=O	-89.8
CCOc1ccccc1C(=O)OCC(=O)Nc1cc(S(=O)(=O)N2CCOCC2)ccc1C	2.9

Part of the list above in order of molar mass, ascending:
SMILES	CD40 NFkB inh
CC(C)CC(NC(=O)c1cccc(Cl)c1)C(=O)O (stereo not drawn)	2.5
O=C(C1CCCC1)N1[C@H](CO)[C@@H]2c3ccccc3NC[C@@H]21	5.3
CCCn1c(SCC(=O)NCC(=O)Nc2ccc(F)c(F)c2F)nc2ccccc2c1=O	4.9

Later entries.
SMILES	CD40 NFkB inh
COc1cccc(NC(=O)Cc2c(C(=O)O)[nH]c3ccccc23)c1	0.0
CCCCC(=O)c1ccc(OC(=O)c2ccc([N+](=O)[O-])cc2)cc1	28.5
COc1ccc(/C=N/NC(=O)c2cccc(Br)c2)cc1COc1ccccn1	16.3
N#C[C@H]1[C@@H](c2ccc(C#Cc3ccccc3F)cc2)[C@@H](CO)N1C(=O)C1CCCC1	15.0
O=C(O)CCNS(=O)(=O)c1ccc2ccccc2c1	12.3
NS(=O)(=O)c1ccc(NC(=O)COC(=O)CCc2c[nH]c3ccccc23)cc1	-3.2
O=C(NC1CCC(O)CC1)c1ccc(-c2ccc(Cl)cc2)o1 (stereo not drawn)	-63.9
Cc1cccc(-n2ncc3c(N4CCOCC4)ncnc32)c1	78.2*
COc1ccc(NC(=O)Nc2ccc3c(c2)C(=O)N([C@@H](C)CO)C[C@@H](C)[C@@H](CN(C)C(=O)Nc2ccc(F)cc2)OCCCC[C@@H](C)O3)cc1	-17.7
c1ccc2c(c1)[nH]c1nc3nncn3nc12	2.5
O=C(NCCO)C(=O)NCC1CCCN1S(=O)(=O)c1cccs1 (stereo not drawn)	2.5
COc1ccc(N(C(=O)c2ccccc2)S(=O)(=O)c2cccs2)cc1	20.4
CCN(C[C@H]1N[C@H](CO)[C@@H]1c1ccc(-c2cccc(F)c2)cc1)C(=O)COC	4.3[25 µM]
CCCCCOc1ccc(C(=O)Nc2ccc(N3CCOCC3)cc2N2CCOCC2)cc1	13.6
N#C[C@@H]1[C@H](c2ccccc2-c2ccccc2F)[C@@H](CO)N1C(=O)C1CCC1	-0.6[25 µM]
c1ccc(Oc2ccc(-c3ccnc4nc(N5CCOCC5)nn34)cc2)cc1	22.9
NC(=O)C1CCN(C(=O)c2cc(-c3ccc(Cl)cc3)nc3ccccc23)CC1	-6.4
CC(C)[C@@H]1COCc2cn(nn2)CC[C@H](Cc2ccccc2)C(=O)N1	5.7
O=C([C@@H]1[C@@H](CO)[C@@H]2Cn3c(cccc3=O)[C@@H]2N1Cc1ccccc1Cl)N1CCOCC1	-3.2[25 µM]
CC(C)(C)[S@](=O)N1Cc2cc(C(=O)NC3CCC3)nc(-c3cccc(-c4ccccc4F)c3)c2[C@@H]1CCO	9.1[25 µM]
O=C(Nc1ccc(N2CCOCC2)cc1)Nc1ccc2nsnc2c1	-8.9
O=C(CN1C(=O)NC2(CCCCC2)C1=O)N1CCN(C(=O)c2cccs2)CC1	2.5
Cc1[nH]c(=O)[nH]c(=O)c1S(=O)(=O)N1CCCC(C(=O)NCc2ccco2)C1 (stereo not drawn)	8.3
COc1ccc(NC(=O)CN(C)S(=O)(=O)c2ccc(Cl)cc2)c([N+](=O)[O-])c1	5.6
COc1cccc(NC(=O)CSc2cccc[n+]2[O-])c1	-0.5

CD40 NFkB inh: entries above that show a hit
SMILES	CD40 NFkB inh
CC(C)C[C@@H](C=O)NC(=O)[C@H](CC(C)C)NC(=O)[C@H](CC(C)C)NC(=O)OCc1ccccc1	63.8*[25 µM]
Cc1cccc(-n2ncc3c(N4CCOCC4)ncnc32)c1	78.2*

(list continues)
SMILES	CD40 NFkB inh
O=C(COc1ccc(Cl)c2cccnc12)N1CCOCC1	-7.5
O=C(c1cc(COc2ccc(F)cc2Cl)on1)N(Cc1ccncc1)CC1CCCO1 (stereo not drawn)	4.4
O=C(COC(=O)Cc1ccc(F)cc1)Nc1ccc2[nH]c(=O)[nH]c2c1	13.5
Cc1cccc(Cn2c(=O)n(CCCC(=O)NCc3ccco3)c(=O)c3ccccc32)c1	-11.4
COc1ccc(NC(=O)N(C)C[C@@H]2OCc3ccccc3-c3c(n(C)c4ccccc34)C(=O)N([C@@H](C)CO)C[C@H]2C)c(OC)c1	-1.3[25 µM]
CC(=O)O[C@]1(C(C)=O)CC[C@H]2[C@@H]3C[C@H](C)C4=CC(=O)CC[C@]4(C)[C@H]3CC[C@@]21C	25.5
O=C(NC1CCCN(Cc2ccc(Cl)cc2)C1)c1ccoc1 (stereo not drawn)	3.4
COc1ccc(NS(=O)(=O)c2ccc3c(c2)CCO3)cc1	10.8
COc1ccccc1CN(C)C(=O)CN1CCN(CC(=O)Nc2ccccc2Cl)CC1	20.1
O=C(NCCN1CCOCC1)c1csc2c1CCCC2	-2.5
CC1CC(C)CN(C(=O)c2cc(S(=O)(=O)N3CCCCC3)ccc2Cl)C1 (stereo not drawn)	2.4
COc1ccc(NC(=O)COc2nsnc2N2CCCCC2)cc1	9.1
CCCc1nc2ccccc2c(C(=O)N(CC)CC(=O)NCc2cccs2)c1CC	2.0
CC(NC(=O)C1CCN(C(=O)c2cccs2)CC1)c1ccc(S(N)(=O)=O)cc1 (stereo not drawn)	2.0
Nc1nc(N)c2cc(S(=O)(=O)c3cccc(C(F)(F)F)c3)ccc2n1	6.1
Cc1ccc(NC(=O)C2CC2)cc1S(=O)(=O)N1CCOCC1	6.2
CC(C)CC1(C)NC(=O)N(Cc2cc([N+](=O)[O-])cc3c2OCOC3)C1=O (stereo not drawn)	10.6
CC(SC1=Nc2ccccc2C2CC=NN12)C(=O)NC1(C#N)CCCCC1 (stereo not drawn)	1.6
Cc1ccc(S(=O)(=O)N(C)C[C@H]2OCCCC[C@@H](C)Oc3ccc(NS(=O)(=O)c4ccc(Cl)cc4)cc3C(=O)N([C@@H](C)CO)C[C@H]2C)cc1	12.9
O=C(COC(=O)C1CCCC1)NCc1ccc(Cl)cc1	-1.1
CCOC(=O)c1c(C)[nH]c(C)c1C(=O)COC(=O)/C=C/c1ccccc1[N+](=O)[O-]	0.8
COCCNC(=O)c1cc(-c2ccc(-c3ccccc3)cc2)nc2ccccc12	-63.2
O=C(N/N=C\c1cccs1)c1sccc1-n1cccc1	-21.4
O=C(Nc1cccc(F)c1)N1C[C@@H]2N[C@H](C1)C2c1ccc(-c2ccc(F)cc2)cc1 (stereo partly drawn)	3.5&29.8
Cn1cc(CN2CCC(C(=O)N3CCCCC3)CC2)c(-c2ccccc2F)n1	8.5

The final 6 records of the section before are carried over, then new ones follow:
SMILES	CD40 NFkB inh
O=C(COC(=O)C1CCCC1)NCc1ccc(Cl)cc1	-1.1
CCOC(=O)c1c(C)[nH]c(C)c1C(=O)COC(=O)/C=C/c1ccccc1[N+](=O)[O-]	0.8
COCCNC(=O)c1cc(-c2ccc(-c3ccccc3)cc2)nc2ccccc12	-63.2
O=C(N/N=C\c1cccs1)c1sccc1-n1cccc1	-21.4
O=C(Nc1cccc(F)c1)N1C[C@@H]2N[C@H](C1)C2c1ccc(-c2ccc(F)cc2)cc1 (stereo partly drawn)	3.5&29.8
Cn1cc(CN2CCC(C(=O)N3CCCCC3)CC2)c(-c2ccccc2F)n1	8.5
O=C(COC(=O)c1cncc(Br)c1)NCc1ccccc1Cl	9.0
O=C(OCN1C(=O)c2ccccc2C1=O)c1cc(S(=O)(=O)N2CCOCC2)ccc1F	2.7
O=C(Nc1cccc2ccccc12)C1CCCC1	-10.0
NNC(=O)c1oc2nc(-c3ccco3)cc(-c3ccco3)c2c1N	-0.9
C[C@H]1CN([C@@H](C)CO)C(=O)c2cc(-c3ccccc3F)cnc2O[C@H]1CN(C)C(=O)C1CCCCC1	-0.3[25 µM]
c1coc(C2OCC3(CO2)COC(c2ccco2)OC3)c1 (stereo not drawn)	6.7
O=C(NCc1ccc2c(c1)OCO2)c1c(O)nc2sccn2c1=O	3.4
Cc1cccc(NS(=O)(=O)c2ccc(C)c(C(=O)N(C)C3CCN(C)CC3)c2)c1	-8.6
CN(C)C(=O)c1ccc(NC(=O)c2cc(-c3ccco3)nc3ccccc23)cc1	7.2
Cc1ccsc1C1NC(=O)c2ccccc2N1 (stereo not drawn)	-54.6
CCOC(=O)c1c(S(=O)(=O)NCC(=O)Nc2cc(C)ccn2)c(C)n(C)c1C	-9.4
Cc1ccc(CN(C)C[C@@H]2OCc3cnnn3CCCC(=O)N([C@H](C)CO)C[C@H]2C)cc1	2.4
Cc1ccc(-n2cc(C(=O)c3ccc(N4CCN(C)CC4)cc3)nn2)cc1Cl	7.8
CCOc1ccc(S(=O)(=O)Nc2cccc(C(=O)N(C)CC(=O)Nc3ccc(OC)cc3)c2)cc1	3.9
COc1ccccc1NC(=O)CN1CCC(c2nc3ccc(C)cc3[nH]2)CC1	12.3
O=C(C1CCC1)N1C[C@@H]2[C@H](c3ccccc31)[C@@H](CO)N2C(=O)c1ccccc1	5.4
Cn1c(/C=C/c2cccc([N+](=O)[O-])c2)nc2ccccc2c1=O	-15.1
CCS(=O)(=O)NCC[C@H]1CC[C@@H](NS(=O)(=O)c2ccccc2C)[C@@H](CO)O1	-2.8[25 µM]

This is a subset. The share of hits here may be higher or lower than overall.
